Screening data (PubChem)
LMPTP block = LMPTP phosphatase inhibitors, primary screen, biochemical, fluorescence intensity, uHTS; recombinant LMPTP-A, OMFP fluorogenic substrate; inhibition, % at 20 µM; actives 0.22% (n = 360,000); AID 651560, 2012;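 active means compounds that cut the enzyme signal by at least half of the control window in the single-dose screen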;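 further: plate controls were DMSO wells with enzyme plus substrate for no effect and substrate without enzyme for full effect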
Target sequence (P24666 whole entry, looked up): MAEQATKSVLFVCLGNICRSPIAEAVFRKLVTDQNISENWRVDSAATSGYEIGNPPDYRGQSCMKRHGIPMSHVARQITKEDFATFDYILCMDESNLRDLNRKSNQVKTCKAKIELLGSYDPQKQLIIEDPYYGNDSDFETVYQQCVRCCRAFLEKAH
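Assay system: LMPTP-A phosphatase enzyme | Input: 0.625 nM enzyme | Also added: Fluorogenic phosphatase substrate OMFP at 400 µM final | Compound dosing: One test concentration per compound, 20 µM, with 3% DMSO overall | Schedule: 50 min enzyme reaction at room temperature, protected from light | Signal: Fluorescence intensity | Benchmarks: no-enzyme and uninhibited controls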
SUMO1-SIM PPI = modulators of SUMO1 protein-protein interactions, primary screen, biochemical, uHTS | Small ubiquitin-related modifier 1 (Homo sapiens), P63165 | SUMO1 binding to a labelled peptide, TR-FRET, 1 h | inhibition, % at 20 µM | actives 0.33% (n = 360,000) | AID 602429, 2012; in the data active means inhibition above about 37%
Target sequence (P63165 whole entry, looked up): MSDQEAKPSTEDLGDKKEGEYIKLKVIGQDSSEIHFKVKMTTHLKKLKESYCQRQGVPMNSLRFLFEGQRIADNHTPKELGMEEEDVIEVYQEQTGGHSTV
Scp1 inh = Scp-1 phosphatase inhibitors, primary screen, biochemical, colorimetric, uHTS | Carboxy-terminal domain RNA polymerase II polypeptide A small phosphatase 1 (Homo … | Recombinant Scp1, phosphopeptide, malachite green phosphate absorbance | inhibition, % at 20 µM | actives 0.88% (n = 340,000) | AID 493091, 2011;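 active means inhibition above about 50% at 20 µM, limit read from the data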;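 further: plate controls were DMSO wells with enzyme for no effect and wells lacking enzyme for full effect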
Target sequence (Q9GZU7 76-261 limits assumed): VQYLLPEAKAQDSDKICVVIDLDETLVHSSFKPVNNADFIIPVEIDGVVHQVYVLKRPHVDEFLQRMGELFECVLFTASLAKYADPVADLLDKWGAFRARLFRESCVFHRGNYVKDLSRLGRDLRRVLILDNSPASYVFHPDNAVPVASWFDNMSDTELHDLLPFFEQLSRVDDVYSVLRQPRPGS
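Incubation: 45 min enzyme reaction at room temperature / System: truncated SCP-1 phosphatase (76-261aa) / Reagent: Phospho 17-mer peptide substrate / Buffer or medium: Acidic Tris acetate buffer with magnesium and detergent / Signal: absorbance at 630 nm / Doses: one concentration, 20 µM, with 1.0% DMSO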
Rpn11 block = Rpn11 (PSMD14) deubiquitinase inhibitors, primary screen, biochemical, fluorescence polarization, uHTS; 26S proteasome non-ATPase regulatory subunit 14 (Homo sapiens), O00487; human 26S proteasome, Ub4-pepOG fluorescence polarization; 20S core pre-blocked with epoxomicin; calls only at 20 µM; actives 0.59% (n = 360,000); AID 588493, 2011;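 active means inhibition at 20 µM, scaled to each plate's controls, above about 33%, limit read from the data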
Target sequence (O00487 whole entry, looked up): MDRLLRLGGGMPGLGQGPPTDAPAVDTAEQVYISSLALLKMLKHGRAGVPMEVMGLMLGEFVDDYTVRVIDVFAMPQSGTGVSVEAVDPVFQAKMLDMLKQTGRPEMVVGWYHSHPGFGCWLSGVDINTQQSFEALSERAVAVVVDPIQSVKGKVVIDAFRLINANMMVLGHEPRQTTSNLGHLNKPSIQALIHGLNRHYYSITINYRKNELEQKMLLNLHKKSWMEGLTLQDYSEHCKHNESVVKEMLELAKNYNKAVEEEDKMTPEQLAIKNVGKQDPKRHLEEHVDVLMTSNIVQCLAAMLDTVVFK
MsrA inhibitor = bovine MsrA enzyme inhibitors, primary screen, biochemical, absorbance, HTS; Methionine sulfoxide reductase A (Bos taurus); purified bovine MsrA, absorbance read-out; inhibition, % at 15.5 µM; actives 0.75% (n = 360,000); AID 651718, 2012; in the data active means inhibition above about 4.5%;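 further: 0% = vehicle wells with enzyme and 100% = reference inhibitor wells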
CSN deneddyl inh = inhibitors of CSN-mediated cullin deneddylation, primary screen, biochemical, fluorescence polarization, uHTS | COP9 signalosome complex subunit 5 (Homo sapiens), Q92905 | Purified CSN, SCF-Nedd8-OG deneddylation | inhibition, % at 12.5 µM | actives 0.38% (n = 360,000);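 active means pattern-corrected inhibition above about 35%, with an unprinted fluorescence ratio check between 0.5 and 1.5, limit read from the data, passing the limit was not always enough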;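 further: 0% = enzyme with substrate and 100% = substrate without enzyme; some results filed as inactive read as strong as hits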
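Assay system: Purified human Csn5 enzyme expressed in HEK293T cells | Amount: Enzyme 0.24 nM | Measured by: Fluorescence polarization readout | Medium: Tris/NaCl/DTT buffer, pH 7.5 | Compound dosing: One concentration, 12.5 µM, 0.25% DMSO | Times: 90 min incubation of compound, enzyme and substrate at room temperature | Control set: no-enzyme wells high, enzyme-with-substrate wells low | Read-out: % inhibition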
NadD inh = inhibitors of S. aureus NadD, primary screen, biochemical, colorimetric, uHTS. Nicotinate-nucleotide adenylyltransferase NadD (Staphylococcus aureus N315). purified NadD enzyme, colorimetric absorbance read-out. AID 602399, 2012. actives 0.78% (n = 360,000). inhibition, % at 20 µM; in the data active means inhibition above about 26%; further: some compounds past the cut are filed as inactive
STEP block = STEP phosphatase inhibitors, primary screen, biochemical, fluorescence intensity, uHTS; actives 0.25% (n = 360,000); inhibition, % at 20 µM; recombinant STEP, OMFP fluorogenic substrate; AID 588621, 2011;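 active means inhibition at 20 µM, scaled per plate between control wells, above about 37%, limit read from the data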;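 further: 0% = DMSO with enzyme and substrate and 100% = substrate only without enzyme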
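Also added – OMFP at 25 µM · Test system – STEP tyrosine phosphatase · Technique – FITC-channel fluorescence of OMFP product · Schedule – 20 min at room temperature, dark · Evaluation – control-normalized % inhibition with plate pattern correction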
DNMT1 inh = human DNMT1 methyltransferase inhibitors, primary screen, biochemical, molecular beacon, fluorescence, HinP1I cleavage, uHTS; inhibition (reported as % activation of signal), % at 10 µM; actives 0.83% (n = 360,000); in the data active means inhibition above about 50%
TbMetRS inhib = T. brucei MetRS inhibitors, primary screen, biochemical, luminescence; AID 624268, 2012; inhibition, % at 11.9 µM; actives 0.4% (n = 360,000); methionyl-tRNA synthetase (Trypanosoma brucei brucei); purified T. brucei MetRS, ATP depletion, Kinase-Glo luminescence;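 active means inhibition above a per-plate cutoff of the control wells' mean inhibition plus 3 SD, cut at about 5.5% in these data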;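 further: 0% = DMSO wells median and 100% = median of wells with control inhibitor compound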
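Material – parasite MetRS enzyme · Medium – HEPES-MgCl2-KCl buffer plus DTT, spermine, BSA, pyrophosphatase · Reagent – ATP, methionine and E. coli bulk tRNA substrates · Times – 15 min enzyme-compound preincubation, 2 h reaction, 10 min detection, 25 °C · Measured by – luminescence of leftover ATP · Evaluation – percent inhibition relative to median high and low control wells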
The depositor's hits bear a star; i = inactive; . = no result given.

Sequence of screens: DNMT1 inh | LMPTP block | TbMetRS inhib | SUMO1-SIM PPI | CSN deneddyl inh | MsrA inhibitor | STEP block | Rpn11 block | NadD inh | Scp1 inh
(1) CC(C)[C@H](NC(=O)c1ccccc1)C(=O)OCc1nnc(-c2ccccc2)o1
 : 0 | -0.9 | -1.0 | 5 | -14 | 1.2 | 1 | i | 5 | -4
(2) COc1ccc(C)cc1N(CC(=O)N1CCCCCC1)S(=O)(=O)c1ccccc1
 : 1 | 0.1 | 0.0 | 9 | 3 | -1.4 | 1 | i | -2 | -5
(3) Cc1ccc(C(C(=O)NC2CCCC2)N(CCCO)C(=O)Cn2nnc(-c3ccc(C)o3)n2)cc1 (stereo not drawn)
 : -1 | 0.0 | -0.7 | 0 | 1 | 0.9 | -3 | i | -5 | -1
(4) CCOc1ccccc1-c1nc(C(N)=O)c2[nH]c(=O)n(-c3ccc(F)cc3)c2n1
 : -2 | -0.5 | -0.5 | 3 | -4 | 0.8 | 0 | i | 10 | 0
(5) CC1CCc2sc(C(=O)NC(C)C3CCCO3)cc2C1 (stereo not drawn)
 : 0 | 0.7 | -0.2 | 1 | -2 | -1.7 | 1 | i | 0 | -5
(6) COC(=O)c1sc(N)c(C(=O)OC)c1COC(=O)C12CC3CC(CC(O)(C3)C1)C2
 : -9 | -0.4 | -0.3 | 2 | -3 | 3.0 | -2 | i | 3 | -6
(7) COc1ccccc1/C=C/C(=C1/C(=O)N(c2ccccc2)N=C1C)c1ccc(C)cc1
 : 0 | 3.5 | -0.1 | -7 | -8 | 0.0 | 3 | i | 10 | -17
(8) O=C(c1ccc(Cl)c(S(=O)(=O)N2CCCCCC2)c1)N1CCN(c2ccc(O)cc2)CC1
 : -4 | 0.5 | -0.3 | 8 | 7 | -0.4 | 2 | i | 3 | -1
(9) COc1ccccc1NC(=O)c1ccc(COc2ccc3c(c2)CCC3)cc1
 : 2 | 2.9 | -0.6 | 1 | -6 | 0.1 | 2 | i | 5 | -5
(10) CN1C(=O)S/C(=C/c2ccccc2OCc2ccc(C(=O)O)cc2)C1=O
 : 4 | 0.3 | 0.1 | -12 | -12 | 2.1 | 1 | i | 8 | 15
(11) O=C1CC(NCc2ccc3c(c2)OCO3)C(=O)N1Cc1ccc2c(c1)OCO2 (stereo not drawn)
 : 5 | -1.0 | -0.5 | -2 | 0 | 0.0 | -4 | i | -2 | -5
(12) Cc1ccc2c(c1)cc1c(=O)n(CC(=O)N3CCCC3)nc(C)n12
 : -2 | 0.4 | -0.1 | -8 | 1 | . | -1 | i | 2 | -7
(13) CCN(CC(=O)Nc1ccc2c(c1)OCCO2)CC(=O)Nc1ccccc1C(F)(F)F
 : 1 | -0.8 | -0.2 | -1 | -1 | 0.3 | 2 | i | -4 | -26
(14) CCOC(=O)c1sc(Nc2ccccc2)nc1C
 : -3 | -1.7 | -0.9 | 0 | -2 | 1.1 | 0 | i | -4 | -16
(15) O=C(CN(C(=O)Cn1nnc(-c2ccc(F)cc2)n1)c1cnc2ccccc2c1)NCC1CCCO1 (stereo not drawn)
 : 1 | 0.7 | -0.8 | -3 | 0 | -0.7 | -2 | i | -2 | 6
(16) CCN(Cc1ccccc1)C(=O)CCS(=O)(=O)c1ccc2c(c1)n(C)c(=O)c(=O)n2C
 : 8 | -2.6 | -0.7 | 1 | -3 | 1.1 | 2 | i | 1 | 8
(17) Cc1cccc(C(=O)Nc2cccnc2Cl)c1
 : 0 | -1.5 | -1.6 | -1 | -2 | -0.7 | -3 | i | -10 | -10
(18) C=CCON1C(=O)c2ccccc2C1=O
 : 3 | -0.6 | -0.4 | -3 | -3 | -0.1 | 2 | i | -2 | -10
(19) COC(=O)c1sccc1NC(=O)c1cccs1
 : 6 | -0.1 | -0.6 | -11 | 3 | -0.5 | 0 | i | -3 | -11
(20) CSCC[C@H](NC(=O)[C@H](Cc1ccccc1)n1c(=O)[nH]c2ccccc2c1=O)C(=O)N1CCC(C(=O)O)CC1
 : 2 | 0.6 | -2.1 | 3 | 2 | 0.4 | -2 | i | 0 | -1

Another view of some results above.
| item | Molecule | DNMT1 inh | LMPTP block | TbMetRS inhib | SUMO1-SIM PPI | CSN deneddyl inh | MsrA inhibitor | STEP block | Rpn11 block | NadD inh | Scp1 inh |
| --- | --- | --- | --- | --- | --- | --- | --- | --- | --- | --- | --- |
| 17 | Cc1cccc(C(=O)Nc2cccnc2Cl)c1 | 0 | -1.5 | -1.6 | -1 | -2 | -0.7 | -3 | i | -10 | -10 |
| 12 | Cc1ccc2c(c1)cc1c(=O)n(CC(=O)N3CCCC3)nc(C)n12 | -2 | 0.4 | -0.1 | -8 | 1 | . | -1 | i | 2 | -7 |
| 20 | CSCC[C@H](NC(=O)[C@H](Cc1ccccc1)n1c(=O)[nH]c2ccccc2c1=O)C(=O)N1CCC(C(=O)O)CC1 | 2 | 0.6 | -2.1 | 3 | 2 | 0.4 | -2 | i | 0 | -1 |

New compounds follow:
Sequence of screens: DNMT1 inh | LMPTP block | TbMetRS inhib | SUMO1-SIM PPI | CSN deneddyl inh | MsrA inhibitor | STEP block | Rpn11 block | NadD inh | Scp1 inh
(21) Clc1cccc(C[n+]2cc(-c3ccccc3)n3c2CCC3)c1
 : 0 | -1.5 | 0.8 | 2 | -2 | 0.4 | 0 | i | 2 | 4
(22) NS(=O)(=O)c1ccc(CCNC(=O)CN2CCN(c3ccccc3F)CC2)cc1
 : 1 | 0.2 | 0.1 | 1 | -5 | -0.2 | -3 | i | -3 | -5
(23) O=c1cc(CSc2ccccc2)[nH]c2ccccc12
 : 1 | -2.1 | 1.0 | 17 | -1 | 0.0 | 0 | i | -1 | -1
(24) CCc1nc2ccc(C(=O)N(C)CCN(C)C)cn2c1N(CC)C(=O)NCCc1ccccc1
 : 6 | -7.3 | -0.1 | -9 | -2 | 0.8 | -2 | i | 2 | .
(25) CN1C(C(=O)N2CCc3ccccc3C2)=CC(c2ccc(F)cc2)=NS1(=O)=O
 : -5 | 2.1 | -0.1 | -16 | -1 | 0.8 | -2 | i | 0 | -11
(26) Cc1cccn2cc(CNC(=O)c3ccco3)nc12
 : 0 | -1.2 | -0.7 | -2 | -2 | -0.1 | -2 | i | 8 | -10
(27) CCOC(=O)C1=C(C)N(CCO)C(=O)NC1c1ccccc1 (stereo not drawn)
 : -1 | 0.9 | -1.4 | -3 | 0 | . | -1 | i | 0 | 3
(28) Cc1nnc(SCC(=O)NC2CC2)n1CC1CCCO1 (stereo not drawn)
 : -2 | 0.3 | 0.0 | 1 | 4 | -0.8 | -4 | i | 3 | -6
(29) CCN(CC1COc2ccccc2O1)C(=O)CN1C(=O)NC(C)(c2ccc(C)cc2)C1=O (stereo not drawn)
 : 2 | 1.7 | -0.5 | 3 | 3 | -1.0 | 1 | i | 0 | -2
(30) Cc1cccc(Oc2ccc(NC(=O)c3ccccc3C(=O)O)cc2)c1C
 : 1 | 1.5 | -0.9 | 1 | 0 | -0.9 | 7 | i | -5 | 3
(31) Clc1ccc(CSc2ncnc3nc[nH]c23)cc1
 : -2 | -0.4 | 0.1 | -3 | 0 | -1.1 | 3 | i | -3 | 2
(32) Cc1ccc(S(=O)(=O)N2CCCCC2)cc1NC(=O)COC(=O)CNC(=O)c1cc(Cl)cc([N+](=O)[O-])c1
 : -5 | -1.4 | 0.5 | -1 | 2 | -0.3 | 11 | i | 3 | -8
(33) O=C(CSc1nc(Cc2ccccc2)nc2ccccc12)c1ccc2c(c1)OCCO2
 : -7 | 5.8 | -0.1 | -12 | -1 | 0.5 | 8 | i | 0 | 3
(34) Cc1ccc(NC(=O)C2CCCN2c2nn3c(=O)cc(C)nc3s2)cc1 (stereo not drawn)
 : 4 | 0.2 | 0.3 | -6 | 0 | -0.8 | 0 | i | 1 | -9
(35) C=CCN1C(=O)/C(=C/c2ccc(-c3ccc(F)cc3)o2)SC1=S
 : -6 | 6.5 | 0.1 | -13 | 54 | -0.6 | -4 | i | 3 | -6
(36) Cc1ccccc1Cn1cnc2c(nnn2Cc2ccc(F)cc2)c1=O
 : 10 | 0.3 | 0.3 | 3 | 2 | -0.3 | 1 | i | 0 | -9
(37) CCOn1c(=O)c(-c2cccc([N+](=O)[O-])c2)[n+]([O-])c2ccccc21
 : -1 | -1.8 | 0.1 | -28 | 10 | 0.5 | 2 | i | 8 | -7
(38) CCn1ncc([N+](=O)[O-])c1C(=O)N1CCc2ccccc2C1
 : 1 | -0.2 | -0.1 | -5 | 2 | -1.3 | 0 | i | -9 | -7
(39) O=S(=O)(NC1CC1)c1ccc(S(=O)(=O)N2CCc3ccccc32)cc1
 : 3 | 1.2 | -0.8 | -2 | -2 | 1.4 | -2 | i | -3 | -11
(40) COc1ccc(NC(=O)CN(C)S(=O)(=O)c2ccccc2)cc1OC
 : -4 | 0.8 | -0.6 | 1 | 2 | -0.5 | -3 | i | -5 | -11
(41) Cc1ccc(CC(=O)N(C)CC(=O)N(CC(C)C)c2c(N)n(CC(C)C)c(=O)[nH]c2=O)cc1C
 : -1 | -1.4 | -0.4 | 9 | 1 | 0.7 | 0 | i | 1 | -8
(42) CC(C)(C)C(=O)C[n+]1cccc(C(N)=O)c1
 : 3 | -0.9 | -0.1 | -5 | -1 | 0.1 | -4 | i | 7 | -7
(43) Fc1cc(Cl)ccc1Nc1nc(NCc2ccccc2)nc2ccsc12
 : -11 | 14 | 0.5 | 0 | 3 | -0.4 | 0 | i | 17 | .
(44) O=C(N/C(=C\c1ccc([N+](=O)[O-])cc1)C(=O)N1CCCCC1)c1ccco1
 : 0 | -0.5 | -0.7 | -25 | 0 | 4.2 | 0 | i | -3 | -5
(45) COc1cccc(C(=O)c2c(-c3ccccc3)ncc3cc(OC)c(OC)cc23)c1
 : -6 | 2.3 | -0.4 | 0 | -6 | 0.7 | -2 | i | -2 | 7
